From PubChem
OXTR agonist: activates the human oxytocin receptor; P30559; hit rate 0.32% among 320,000; CHO-OTR cells, Fluo-8 calcium fluorescence; normalized: DMSO 0%, oxytocin 100%; activation, % at 3 µM;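 active means activation above the mean of all tested compounds plus 3 SD, cutoff set per screening run, cut at about 20% in these data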;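 further: peak over basal fluorescence ratio from a 100 s FLIPR kinetic read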
Target sequence (P30559 whole entry, looked up): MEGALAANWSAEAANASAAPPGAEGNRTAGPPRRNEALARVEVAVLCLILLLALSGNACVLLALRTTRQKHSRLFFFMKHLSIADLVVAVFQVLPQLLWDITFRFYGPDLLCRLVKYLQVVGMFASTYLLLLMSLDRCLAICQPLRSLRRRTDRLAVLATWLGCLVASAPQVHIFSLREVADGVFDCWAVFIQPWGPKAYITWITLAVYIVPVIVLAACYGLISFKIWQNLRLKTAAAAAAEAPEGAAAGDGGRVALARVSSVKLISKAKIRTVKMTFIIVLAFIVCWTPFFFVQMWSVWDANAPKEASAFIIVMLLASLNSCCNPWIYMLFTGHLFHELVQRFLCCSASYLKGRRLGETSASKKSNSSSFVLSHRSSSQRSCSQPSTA
GalR3 antag: blocks the human galanin receptor 3; HEK293 GalR3-CNG cAMP membrane potential fluorescence; galR3 body fused to GalR1 C-terminus; hit rate 0.44% among 360,000; O60755; inhibition, % at 3 µM;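 active means inhibition above the screen-wide average plus 3 SD, cut at about 13% in these data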;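 further: forskolin and galanin both at EC90 stimulate the cells; cAMP rise reported by CNG channel membrane potential dye signal; 0% = forskolin plus galanin with DMSO and 100% = forskolin alone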
GPR7 antagonist: antagonists of human GPR7 (neuropeptides B/W receptor 1); AID 1861; P48145; GPR7-expressing cells, fluorescence antagonist assay; inhibition, % at 4.4 µM; hit rate 1.1% among 290,000; in the data active means inhibition above about 16%, passing the limit was not always enough;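 further: cells stimulated with the agonist NPW; 0% = agonist with vehicle and 100% = vehicle without agonist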
MEKK3 PB1 HTS: modulators (inhibitors or enhancers) of MEK5 binding to human MEKK3 PB1 domain. AID 1529. bead-based flow cytometry, Alexa488-MEK5 binding to MEKK3; actives lie on both sides; 0 = blocked by unlabeled MEK5, 100 = vehicle. Q99759. hit rate 1.4% among 290,000. binding response (% of control), % at 10 µM;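 active means binding response more than 3 SD above or below the average of its plate-row segment, actives on both sides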;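 further: Alexa488 bead fluorescence after subtracting the streptavidin-only scavenger bead signal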
Target sequence (Q99759 whole entry, looked up, the tested form may be a part): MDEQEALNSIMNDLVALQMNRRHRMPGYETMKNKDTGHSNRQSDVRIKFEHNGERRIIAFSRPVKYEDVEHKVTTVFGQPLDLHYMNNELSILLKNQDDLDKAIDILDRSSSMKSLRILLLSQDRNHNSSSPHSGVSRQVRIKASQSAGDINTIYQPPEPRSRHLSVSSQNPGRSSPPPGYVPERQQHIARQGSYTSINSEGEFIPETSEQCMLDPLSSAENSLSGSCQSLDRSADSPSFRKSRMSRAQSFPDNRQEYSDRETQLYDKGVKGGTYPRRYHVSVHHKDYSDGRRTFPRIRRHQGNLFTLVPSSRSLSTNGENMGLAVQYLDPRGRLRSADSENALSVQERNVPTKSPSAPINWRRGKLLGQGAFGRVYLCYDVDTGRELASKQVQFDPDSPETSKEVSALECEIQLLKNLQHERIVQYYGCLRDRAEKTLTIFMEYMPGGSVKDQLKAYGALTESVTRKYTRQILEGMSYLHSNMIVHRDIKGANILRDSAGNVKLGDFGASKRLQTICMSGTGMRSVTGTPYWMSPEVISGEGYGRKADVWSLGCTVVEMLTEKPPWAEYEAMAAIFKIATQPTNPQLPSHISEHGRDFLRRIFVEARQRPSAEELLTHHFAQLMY
MEKK2 mut-MEK5: signal of MEK5 binding to mutant human MEKK2 PB1 domain; bead flow cytometry, Alexa488-MEK5 binding to MEKK2 mutant; percent response, % at 10 µM; hit rate 0.35% among 290,000; in the data active means percent response above about 24%, passing the limit was not always enough; further: inactives centre near 1; some results filed as inactive read as strong as hits; reference of the scale not given here
V1aR counter: activates human V1a receptor in oxytocin agonist counter-screen; hit rate 0.25% among 320,000; P37288; CHO-V1R cells, Fluo-8 calcium fluorescence, agonist mode; 0% DMSO, 100% 3 nM vasopressin; activation, % at 3 µM; AID 2797;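 active means activation above the mean activation of all tested compounds plus 3 SD, per screening run, cut at about 20% in these data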;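 further: signal is peak over basal fluorescence ratio across a 100 second FLIPR read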
PHOSPHO1 block: blocks human PHOSPHO1 phosphatase activity; Q8TCT1; recombinant PHOSPHO1, absorbance phosphatase assay; inhibition, % at 13.3 µM; hit rate 1.1% among 290,000; AID 1565; in the data active means inhibition above about 60%
NALP1 inh: inhibitors of NALP1 inflammasome in yeast | S. cerevisiae NALP1/ASC/caspase-1 growth, X-gal OD620, 72 h | inhibition, % at 10 µM | hit rate 0.61% among 280,000 | AID 2071; in the data active means inhibition mostly above about 24%, no sharp cut-off; inactive means mostly below about 32%; further: some compounds called inactive have numbers as strong as hits
MEKK2 WT-MEK5: raises or lowers MEK5 binding to wildtype human MEKK2 PB1 domain; bead flow cytometry, Alexa488-MEK5 binding to MEKK2 WT; actives lie on both sides; binding response (% of control), % at 10 µM; Q9Y2U5; hit rate 1.1% among 290,000; in the data active means binding response below about 67% or above about 130%
* hit, by the source's call; · = not tested or not shown; [ ] = remark or other dose.

SMILES	OXTR agonist	GalR3 antag	GPR7 antagonist	MEKK3 PB1 HTS	MEKK2 mut-MEK5	V1aR counter	PHOSPHO1 block	NALP1 inh	MEKK2 WT-MEK5
C=CCCC(=O)Nc1nc(C)c(-c2csc(Nc3ccc(Cl)cc3Cl)n2)s1	-1.4	-3	-1	103	2	0.3	43	-21	108
Cc1cc(C)cc(NC(=O)Cn2nnc3ccccc3c2=O)c1	0.4	-4	-8	96	-2	0.2	2	-8	103
COc1cccc(OCc2cc(C(=O)N(C)Cc3nc4ccccc4[nH]3)no2)c1	6.5	-1	-9	98	0	10	19	-29	94
COc1cc([N+](=O)[O-])ccc1NC(=O)/C=C/C(=O)O	0.9	0	-3	102	-10	0.7	3	-10	83
CC(C)C1CC(c2csc(N)n2)CCO1 (configuration not stated)	0.2	1	22	107	8	0.7	9	4	112
COc1ccc(C(NC(=O)/C=C/c2ccco2)c2ccc(OC)c(OC)c2)cc1OC	0.3	0	4	105	-1	0.6	-1	-2	98
COc1ccccc1/C=C/C(=O)c1cc(Br)ccc1OC(=O)c1ccco1	1.7	2	-9	·	·	1.6	·	·	·
N#CCSc1nnc(-c2ccccc2O)n1CCc1ccccc1	0.7	-3	-12	98	0	1.3	-12	10	100
Cc1ccccc1NC(=O)CCN1CCc2ccccc2C1	0.6	-2	-1	92	-3	0.1	55	7	94
Cc1cccc(NC(=S)N2CCC(O)CC2)c1C	1.7	-9	-2	100	-1	0.3	-8	5	104
O=C1CCCCC1Oc1ccc2ccc(=O)oc2c1 (configuration not stated)	4.2	-1	-6	99	1	1.1	20	19	103
CCC(CC)NC(=O)COC(=O)c1ccc2c(c1)C(=O)N(Cc1ccco1)C2=O	3.0	-6	-6	100	-3	2.2	27	-10	98
O=C(Oc1ccc(=O)n(-c2ccccc2)n1)c1ccccc1	-0.4	-1	-5	96	0	0.7	-10	-5	102
CCOC(=O)c1cnc(Nc2ccccc2)nc1C(F)(F)F	-3.0	-10	-16	91	-5	-1.1	18	·	90
COC(=O)c1cc(C(=O)OC)cc(-n2c(C)cc(C(=O)COC(=O)CNS(=O)(=O)c3ccc(C)cc3)c2C)c1	-1.1	-3	10	101	-1	0.6	11	28	100
CC(C)CCNC(=O)CN(C(=O)CCC(=O)Nc1nccs1)c1ccc2c(c1)OCCO2	0.4	-10	-4	102	-1	0.3	8	20	104
Cc1cccc(N2CCN(C(=O)c3nn(C)c4c3CS(=O)(=O)c3ccccc3-4)CC2C)c1 (configuration not stated)	1.1	4	10	101	2	2.6	7	7	96
CCOc1ccccc1CNC(=O)C1CCN(c2nn3c(=O)cc(C)nc3s2)CC1	-1.6	-6	-4	100	0	-0.4	37	5	99
Cc1ccc(NC(=O)C(=O)NC2CCCCC2)cc1	1.2	1	-7	108	15	0.6	16	-1	105
COc1ccc(C(=O)O)c(OC)n1	2.0	9	-7	104	-8	0.2	20	-18	101
O=C(/C=C/c1ccccc1)c1ccccn1	-0.4	-1	-7	105	0	0.9	9	-4	102
COc1cccc(C(=O)N/N=C/c2ccc(OC)c(COc3ccccc3C(N)=O)c2)c1	1.2	-6	-6	102	9	1.9	15	4	108
Cc1ccc(-n2c(SCC(=O)Nc3ccc4c5c(cccc35)CC4)nc(O)c(C)c2=O)cc1	-1.3	2	-5	107	-1	-0.9	-16	16	109
Cc1nnc(SC(C)C(=O)Nc2ccc(S(=O)(=O)N3CCCCC3)cc2)s1 (configuration not stated)	5.1	-3	3	105	15	8.6	-6	2	110
O=C(Nc1ccccc1)N1CCN(c2cccc(C(F)(F)F)c2)CC1	9.3	-8	1	91	-3	8.7	-1	13	97

Compound profiles (already shown). Order of values: OXTR agonist	GalR3 antag	GPR7 antagonist	MEKK3 PB1 HTS	MEKK2 mut-MEK5	V1aR counter	PHOSPHO1 block	NALP1 inh	MEKK2 WT-MEK5
`COc1ccc(C(NC(=O)/C=C/c2ccco2)c2ccc(OC)c(OC)c2)cc1OC` as listed: 0.3	0	4	105	-1	0.6	-1	-2	98
`CCOc1ccccc1CNC(=O)C1CCN(c2nn3c(=O)cc(C)nc3s2)CC1` as listed: -1.6	-6	-4	100	0	-0.4	37	5	99
`COc1ccccc1/C=C/C(=O)c1cc(Br)ccc1OC(=O)c1ccco1` as listed: 1.7	2	-9	·	·	1.6	·	·	·

New compounds follow
SMILES	OXTR agonist	GalR3 antag	GPR7 antagonist	MEKK3 PB1 HTS	MEKK2 mut-MEK5	V1aR counter	PHOSPHO1 block	NALP1 inh	MEKK2 WT-MEK5
C#CCn1c(S(=O)(=O)Cc2ccc(C)cc2)nc(-c2ccccc2)c1-c1ccccc1	1.1	-7	-8	98	-10	1.0	8	8	89
C/C(=N/NC(=O)c1cccc(Br)c1)C1CC2CCC1C2 (configuration not stated)	-0.3	-2	-3	100	5	0.2	27	-6	103
COc1ccc2nc(SCC(=O)N3CCCCC3)c(C#N)cc2c1	-1.3	-1	-9	94	-10	0.6	32	1	84
CCN(Cc1cc(=O)n2ccsc2n1)Cc1nc2cc(OC)c(OC)cc2c(=O)[nH]1	1.1	-4	-16	87	-26	0.8	-6	·	81
Cn1nc(C(C)(C)C)cc1C(=O)NCc1ccc(N2CCCC2=O)cc1	13	98*	0	102	5	7.9	3	8	103
CC(CC(=O)N1CCN(c2cccc(Cl)c2)CC1)S(=O)(=O)c1ccc2c(c1)NC(=O)CO2 (configuration not stated)	17	-7	28*	103	3	21*	32	13	103
COc1cc(/C=C(\C#N)c2[nH]nc(N)c2C#N)cc(OC)c1O	3.0	0	-1	105	3	1.8	26	-10	102
COc1ccc(Cl)cc1NC(=O)COC(=O)/C=C/c1c(C)nn(C2CCS(=O)(=O)C2)c1Cl (configuration not stated)	6.9	-1	-14	101	5	10	16	2	99
CCOC(=O)C1(CC2CC2)CCN(Cc2cnc(-c3ccccc3C)nc2)CC1	-0.6	-8	-10	96	-4	0.8	-11	13	99
Cc1ccc(C(=O)NNC(=O)Cc2csc(-c3csc(C)n3)n2)cc1	-1.4	-2	-17	92	-10	-0.3	45	-2	95
Cc1ccc(F)cc1CNC(=O)C1CCC(=O)N(CC2CCCCC2)C1 (configuration not stated)	0.3	2	-10	102	0	1.3	26	24	100
Cc1cnc(NC(=O)c2cc3ccccc3o2)s1	-1.0	-8	2	101	-5	-0.9	10	6	106
NNC(=O)c1cc(O)c(O)c(O)c1	-0.6	-3	-5	96	2	0.6	-8	-12	98
CCn1c(C(=O)O)c(CC(=O)Nc2cccc(C(F)(F)F)c2)c2ccccc21	-0.9	-11	-6	102	7	1.4	·	0	104
CCc1c(C)sc(NC(=O)c2noc(C)c2[N+](=O)[O-])c1C#N	1.4	-6	1	101	2	0.6	-1	7	104
CC(C)Oc1ccc(C(=O)OC(C)C(=O)Nc2nc(-c3cccc([N+](=O)[O-])c3)cs2)cc1 (configuration not stated)	0.0	-2	-4	105	2	-0.5	-9	8	98
CCC(C)C(NC(=O)C(N)CC(C)C)C(=O)NC(CCC(=O)OCc1ccccc1)C(N)=O (configuration not stated)	-1.8	-4	1	100	-2	0.1	30	0	104
COC(=O)CC1C(=O)NC(C)=C1C(=O)OC (configuration not stated)	0.5	·	-18	101	0	0.2	25	5	100
O=C(COC(=O)c1cc(Br)ccc1Cl)NC1CC1	·	-1	-11	94	6	·	-1	9	119
C=CCNC(=O)NC(=O)COC(=O)c1ccccc1Sc1ccc(C(F)(F)F)cc1[N+](=O)[O-]	-0.8	0	7	109	-1	0.5	-4	21	96
CCc1nnc(SCc2ccc(OC)c(Br)c2)n1N	0.4	-3	-2	106	9	0.6	7	27	108
Cc1cc(-c2nnc(CCC(=O)NC(C)c3cccc4ccccc34)o2)no1 (configuration not stated)	-1.3	-3	1	80	-14	-1.1	28	12	78
CCCCCC(=O)N1CC2(CC(c3cccc(NC(=O)CC(c4ccccc4)c4ccccc4)c3)=NO2)C[C@@H]1C(N)=O (some centres not stated)	0.5	-4	·	81*[inhibitor]	3	-0.5	40	·	96
CCC1Oc2ccccc2N(CC(=O)NC2CCCCC2)C1=O (configuration not stated)	0.2	-7	-1	98	2	0.1	15	21	100
CCCNC(=O)NC(=O)COC(=O)/C=C/c1cc(Br)ccc1F	-0.9	1	-10	103	-1	-0.7	-7	8	99
More structures.
SMILES	OXTR agonist	GalR3 antag	GPR7 antagonist	MEKK3 PB1 HTS	MEKK2 mut-MEK5	V1aR counter	PHOSPHO1 block	NALP1 inh	MEKK2 WT-MEK5
CCOc1ccc2nc(NC(=O)C3CCCO3)sc2c1 (configuration not stated)	-0.3	-4	-7	101	-6	0.4	19	-9	92
O=C(NCc1cccs1)c1cccn2c(=O)c3sccc3nc12	-1.2	0	-2	99	-1	-1.0	-20	-25	91
O=c1c2ccccc2c(-c2n[nH]c(=S)o2)nn1Cc1ccccc1	-1.5	-7	-7	81	-2	-0.1	-95	8	92
Cc1ccc(NC(=S)NCc2ccc3[nH]c4c(c3c2)CCCC4)cc1	0.6	·	-23	114	13	0.7	-4	15	109
CCOc1ccc(Nc2oc(-c3ccco3)nc2C#N)cc1	-2.2	-5	-5	95	-3	-0.2	4	8	99
C(=N\N=C\c1cccnc1)/c1cccnc1	0.9	·	-9	106	5	3.1	2	25	105
c1ccc(-n2cc(CN3CCCC3)c(-c3ccc4c(c3)OCO4)n2)cc1	2.6	-4	-2	101	-4	0.1	-3	2	108
C[C@@H]1NC(=O)[C@H](CCCN=C(N)N)NC(=O)c2cc([N+](=O)[O-])cc(I)c2OCC[C@@H](C(=O)NC(CC(=O)O)C(N)=O)NC1=O (some centres not stated)	0.8	·	-3	97	-1	1.5	-6	36	100
Cc1cc(C)c(C#N)c(SCc2nc3ccccc3[nH]2)n1	-1.3	-2	-8	113	4	-0.2	29	16	109
FC(F)(F)c1cccc(Cc2noc(CN3CCC(c4ccncc4)CC3)n2)c1	8.4	-7	-10	97	-4	7.1	40	7	98
CCCC1(c2ccccc2)NC(=O)N(C/C=C/Cl)C1=O (configuration not stated)	-2.2	-10	-7	100	7	0.8	19	16	103
COC(=O)CC1C(=O)NCCN1C(=O)c1ccc(S(=O)(=O)N2CCOCC2)cc1 (configuration not stated)	0.6	-2	7	99	-1	2.0	-35	-6	100
CCOc1ccc(C(=O)NC(=S)Nc2ccc(N3CCC(C)CC3)cc2)cc1[N+](=O)[O-]	·	1	-15	91	-4	·	5	19	94
Cc1ccc(NC(=O)c2ccc(S(=O)(=O)N3CCCC3)cc2)cc1	-1.6	-2	-12	100	5	0.8	·	·	101
N#Cc1nc(COc2cccc(Cl)c2)oc1NCc1ccncc1	1.8	-8	-14	108	3	2.7	7	18	111
O=C(Nc1ccc(Oc2ccc(NC(=O)Nc3ccccc3Cl)cc2)cc1)Nc1ccccc1Cl	-1.3	-9	12	64	7	-0.2	25	27	79
Cc1cccc(C)c1NC(=O)CN(C)C(=O)C(c1ccccc1)c1ccccc1	0.6	-6	18	97	-3	1.1	2	38	98
Cc1nnc(NC(=O)c2ccco2)s1	0.1	·	-9	106	11	0.9	-12	11	113
CCOC(=O)c1ccc(N2CCN(c3ccccc3F)CC2)c(NC(=O)Nc2cccc(OC)c2)c1	0.2	1	-3	103	4	1.1	-12	17	109
C/C(=N\NC(=O)Cc1ccccc1)c1cccs1	-0.6	-1	-2	95	-3	0.0	38	6	93
NC(=O)C1CCCN(C(=S)NCc2ccc3c(c2)OCO3)C1 (configuration not stated)	0.2	-2	2	118	-1	0.0	-20	-5	107
CC(C)c1c(C(=O)N/N=C/c2cccs2)nnn1-c1nonc1N	20*	-8	-15	103	4	14	16	-2	103
O=C(COc1ccc2ccccc2c1)N/N=C/C1CC=CCC1 (configuration not stated)	1.8	-6	-3	100	0	1.5	-6	39	102
O=C(O)CCCC(=O)Nc1ccn(-c2ccccc2)n1	0.0	-3	-13	104	1	0.4	-18	-7	106
